TNAP inh hiacc: inhibitors of human TNAP at high phosphate acceptor concentration. P05186. purified TNAP, CDP-star luminescence, 1 M DEA. inhibition, % at 20 µM. 200,000 compounds, 0.03% hits;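 active = over 50% inhibition of tissue-nonspecific alkaline phosphatase at 20 µM in the single-dose screen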;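 note: plate controls were DMSO wells for no effect and EDTA-quenched wells as full inhibition for full effect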
Target sequence (P05186 whole entry, looked up): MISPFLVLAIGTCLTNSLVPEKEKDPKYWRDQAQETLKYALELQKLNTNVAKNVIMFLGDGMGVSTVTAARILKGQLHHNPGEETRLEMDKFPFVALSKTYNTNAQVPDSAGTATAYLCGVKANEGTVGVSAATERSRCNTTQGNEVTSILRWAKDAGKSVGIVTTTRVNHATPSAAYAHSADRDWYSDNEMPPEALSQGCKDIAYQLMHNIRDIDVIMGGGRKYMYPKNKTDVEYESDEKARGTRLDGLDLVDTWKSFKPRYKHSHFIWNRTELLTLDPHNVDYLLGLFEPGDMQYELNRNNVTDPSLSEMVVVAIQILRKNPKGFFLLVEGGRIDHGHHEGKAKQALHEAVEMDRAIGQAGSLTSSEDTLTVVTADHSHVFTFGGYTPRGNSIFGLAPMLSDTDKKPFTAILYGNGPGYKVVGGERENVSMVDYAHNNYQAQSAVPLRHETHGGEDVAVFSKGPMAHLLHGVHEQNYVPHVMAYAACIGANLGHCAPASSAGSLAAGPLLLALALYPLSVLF
bIAP act: increases bovine intestinal alkaline phosphatase activity; 200,000 compounds, 0.17% hits; activation factor at 20 µM; purified bovine IAP, CDP-star luminescence, 30 min; hits give high values; fold of DMSO-control signal, blank-subtracted;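 active = activation factor of 2 or more at 20 µM, a signal rise over negative controls twice the positive control's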
RAM inhibit: yeast RAM network inhibition; S. cerevisiae dse1pr::URA3 reporter, 5-FOA growth OD615, 2 d; analog-sensitive cbk1-as2 kinase mutant strain; inhibition, % at 50 µM; 190,000 compounds, 1.8% hits; AID 868;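 active = inhibition above a set limit, 3 SD over mean compound inhibition, cut at about 8.4% in these data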;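 note: 0% = DMSO-only wells with no growth and 100% = 10 µM 1-NA-PP1 full growth; inhibition rescues growth on 5-FOA so higher OD means more RAM inhibition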
APP 5UTR inh: APP translation inhibition; 190,000 compounds, 0.82% hits; inhibition, % at 2 µM; AID 1285; SH-SY5Y APP 5'UTR-luciferase reporter, luminescence;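 active = inhibition above a set limit, derived from the sample mean plus 3 SD, cut at about 45% in these data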; note: values of inactives mirror those of a sister screen read the other way
FLuc stim CS: affects firefly luciferase, flagging false hits in luciferase stimulation screens | P08659 | ATPlite luciferase biochemical, luminescence, 10 min; 0 = ATP-free wells, 1 = DMSO control | activation factor at 10 µM | 200,000 tested, under 10 active;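 active = luciferase activation factor, scaled between plate controls, of at least 2 with compound at 10 µM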
Target sequence (P08659 whole entry, looked up): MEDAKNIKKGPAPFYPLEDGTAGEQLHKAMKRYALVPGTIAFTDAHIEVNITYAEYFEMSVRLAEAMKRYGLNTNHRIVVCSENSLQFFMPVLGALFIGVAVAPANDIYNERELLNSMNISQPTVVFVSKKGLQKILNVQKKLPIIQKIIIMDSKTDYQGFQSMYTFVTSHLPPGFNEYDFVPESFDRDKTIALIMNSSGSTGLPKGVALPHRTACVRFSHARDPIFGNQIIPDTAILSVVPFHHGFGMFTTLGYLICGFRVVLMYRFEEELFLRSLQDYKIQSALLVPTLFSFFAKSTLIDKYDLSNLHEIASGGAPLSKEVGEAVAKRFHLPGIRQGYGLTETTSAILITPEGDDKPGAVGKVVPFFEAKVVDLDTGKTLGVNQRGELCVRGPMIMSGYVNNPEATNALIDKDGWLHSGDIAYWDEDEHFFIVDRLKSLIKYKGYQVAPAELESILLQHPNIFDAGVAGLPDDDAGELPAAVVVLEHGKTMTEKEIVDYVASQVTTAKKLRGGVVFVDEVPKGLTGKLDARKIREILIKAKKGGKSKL
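test system = cell-free luciferase reagent | medium = PBS as buffer for the ATP substrate | dosing = test compounds dosed from 2 mM stocks in 100% DMSO | incubation = 10 min at ambient temperature | detection = luminescence measurement of luciferase light output | benchmarks = low control with PBS replacing ATP, high control enzyme plus ATP without compound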
TNAP inh noacc: inhibitors of human TNAP without phosphate acceptor; P05186; purified TNAP, CDP-star luminescence, 30 min; inhibition, % at 20 µM; 200,000 compounds, 0.26% hits; AID 1012;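 active = tissue-nonspecific alkaline phosphatase inhibition above about 50% at 20 µM in the single-dose screen, limit read from the data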;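 note: 0% = DMSO negative control and 100% = EDTA positive control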
TNAP act hiacc: increases human TNAP activity under high phosphate acceptor concentration; activation factor at 20 µM; P05186; purified TNAP, CDP-star luminescence, 1 M DEA, 30 min; hits give high values; 0 = EDTA background, 1 = DMSO-only activity; AID 1136; 200,000 tested, under 10 active;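 active = activation factor at least 2 at 20 µM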
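Test system – human TNAP · Doses – 20 µM single point · Incubation – 30 min, room temperature · Signal – luminescent substrate turnover signal · Read-out basis – activation factor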
FLuc inhib CS: counter-screen for luciferase assay inhibitors: firefly luciferase inhibition | ATPLite firefly luciferase biochemical luminescence, 10 min | 200,000 compounds, 1.5% hits | AID 1006 | inhibition, % at 10 µM;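 active = inhibition above about 50% when tested at 10 µM, limit read from the data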
Lmaj promast: reduces viability of Leishmania major promastigotes; resazurin fluorescence viability; inhibition, % at 10 µM; 200,000 compounds, 9% hits; AID 1063; in the data active = inhibition above about 50%;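 note: promastigotes grown with compound for 44 hours at 28 °C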
bIAP inhibitor: intestinal alkaline phosphatase (bovine) inhibition; purified bovine IAP, CDP-star luminescence, 30 min; inhibition, % at 20 µM; 190,000 tested, under 10 active;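 active = over 50% inhibition of intestinal alkaline phosphatase at 20 µM in the single-dose screen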
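test system = bovine IAP enzyme | medium = DEA buffer 100 mM, pH 9.8, with MgCl2 1.0 mM, ZnCl2 0.02 mM | detection = luminescence | dosing = single compound dose of 20 µM, 2% DMSO final | incubation = 30 min reaction at room temperature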
The depositor's hits bear a star; . = no result given. This is a random part of the collection (roughly 13% active in at least one column).

Sample of the layout (six entries):
entry	SMILES	TNAP inh hiacc	bIAP act	RAM inhibit	APP 5UTR inh	FLuc stim CS
1	CCOc1ccc(OCc2cccc(C(=O)N3CCCC3)c2)cc1	-3	1	-0.8	-117	0.6
2	CC(C)OCCCn1c(-c2ccco2)nc2nc3ccccc3nc21	1	1	2.4	1	1
3	Cc1nc(N(C)C)c2sc(=S)n(-c3ccccc3)c2n1	6	1	3.3	-12	1
4	Cc1ccc(S(=O)(=O)CCC(=O)N2CCN(c3ccc(Cl)cc3)CC2)cc1	-2	0.8	-0.7	9	1.1
5	COc1cccc(/C=C2\SC(=S)N(N3C(=O)CCCC3=O)C2=O)c1	-6	1.1	2.4	11	0.9
6	O=c1c2c3c(sc2nc2n1CCCS2)CCCC3	-6	0.9	1.0	-26	0.9

entry	TNAP inh noacc	TNAP act hiacc	FLuc inhib CS	Lmaj promast	bIAP inhibitor
1	-10	1	43	-9	4
2	-6	1	3	2	4
3	7	0.9	-1	-5	-3
4	-5	1	-10	4	16
5	-13	1.1	6	7	-6
6	9	1.1	5	-1	6

The listing, repeating the preview:
entry	SMILES	TNAP inh hiacc	bIAP act	RAM inhibit	APP 5UTR inh	FLuc stim CS
1	CCOc1ccc(OCc2cccc(C(=O)N3CCCC3)c2)cc1	-3	1	-0.8	-117	0.6
2	CC(C)OCCCn1c(-c2ccco2)nc2nc3ccccc3nc21	1	1	2.4	1	1
3	Cc1nc(N(C)C)c2sc(=S)n(-c3ccccc3)c2n1	6	1	3.3	-12	1
4	Cc1ccc(S(=O)(=O)CCC(=O)N2CCN(c3ccc(Cl)cc3)CC2)cc1	-2	0.8	-0.7	9	1.1
5	COc1cccc(/C=C2\SC(=S)N(N3C(=O)CCCC3=O)C2=O)c1	-6	1.1	2.4	11	0.9
6	O=c1c2c3c(sc2nc2n1CCCS2)CCCC3	-6	0.9	1.0	-26	0.9
7	Cc1cc(N2CCOCC2)c2c(N)c(C)cc(C)c2n1	-2	1	0.0	-6	1
8	Cn1nccc1C(=O)N1CCN(c2ccc(F)cc2)CC1	4	1.3	1.7	1	0.7
9	O=S(=O)(c1ccc2c(c1)C(=NO)c1cc(S(=O)(=O)N3CCCCC3)ccc1-2)N1CCCCC1	-1	1	3.9	5	0.8
10	Cc1[nH]c2ccccc2c1CCN(Cc1cccs1)C(=S)Nc1ccccc1	-7	1.2	0.6	5	1

entry	TNAP inh noacc	TNAP act hiacc	FLuc inhib CS	Lmaj promast	bIAP inhibitor
1	-10	1	43	-9	4
2	-6	1	3	2	4
3	7	0.9	-1	-5	-3
4	-5	1	-10	4	16
5	-13	1.1	6	7	-6
6	9	1.1	5	-1	6
7	-9	1	-3	3	0
8	-3	1	28	-6	-28
9	-9	1	17	42	3
10	-2	1.1	-1	36	-18

(further entries)
entry	SMILES	TNAP inh hiacc	bIAP act	RAM inhibit	APP 5UTR inh	FLuc stim CS
11	CSc1ccc(CN(C)CC(=O)NCc2ccccc2)cc1	-3	1.2	5.6	3	1.1
12	CCOc1ccc(NC(=O)Cn2nnc(C(=O)NCc3ccco3)c2N)cc1	-4	0.9	1.1	-6	1.1
13	COc1ccccc1Nc1ccc(C(=O)NC2CCCCC2)cn1	-6	1	0.0	-4	0.8
14	COc1ccc(NC(=O)c2coc3ccccc23)cc1OC	-11	0.9	5.3	-40	0.9
15	COCCNC(=O)Cn1c(=O)n(Cc2ccc(C(=O)NCCc3ccc(OC)c(OC)c3)cc2)c(=O)c2ccccc21	-1	0.8	0.5	-17	1
16	O=C(NCc1ccco1)c1c(F)c(F)c(F)c(C(=O)NCc2ccco2)c1F	-4	0.9	-0.5	-3	1.1
17	Cc1nn(-c2cccc(C(F)(F)F)c2)c(Cl)c1/C=N/n1cnnc1	-3	0.8	0.9	5	1.1
18	Cc1ccccc1-c1ccc(Nc2ccc(C(=O)N3CCOCC3)cc2)nn1	-6	1.1	0.7	11	1
19	CC1CC(C)CN(S(=O)(=O)c2cc(C(=O)O)c(Cl)s2)C1 (stereo not given)	-2	0.9	5.2	-20	1
20	Cc1ccc(N/C=C(\C#N)S(=O)(=O)c2ccccc2)cc1	-1	1.1	1.5	-2	1

entry	TNAP inh noacc	TNAP act hiacc	FLuc inhib CS	Lmaj promast	bIAP inhibitor
11	-14	1	-5	-4	-18
12	1	1	-8	-6	6
13	-4	1.1	21	-4	4
14	-7	1.1	13	-1	10
15	-10	1	-4	3	22
16	-11	1	-8	3	6
17	4	1	-7	36	22
18	-6	1.1	0	-6	-10
19	-7	1	-1	-3	9
20	-13	1	1	8	-7

The list goes on:
entry	SMILES	TNAP inh hiacc	bIAP act	RAM inhibit	APP 5UTR inh	FLuc stim CS
21	CCOc1cc(C(=S)N2CCCCC2)ccc1OS(=O)(=O)c1ccc(Cl)cc1	-5	0.9	5.4	3	1
22	Cc1ccc(NC(=O)CC2COc3ccccc3O2)cc1 (stereo not given)	-6	0.9	-0.8	-29	1.1
23	CCCc1nc(S(=O)(=O)Cc2ccc(Cl)cc2Cl)n[nH]1	15	0.9	0.8	11	1
24	Cc1c(NC(=O)CCCCCN2C(=O)C3C4C=CC(C4)C3C2=O)c(=O)n(-c2ccccc2)n1C (stereo not given)	-6	0.9	2.9	-3	1.1
25	Cc1ccc(CCc2nnc(SCC(=O)Nc3ccccc3Cl)n2-c2ccccc2)o1	-5	0.9	2.9	-6	1
26	Cc1ccc(S(=O)(=O)NC(=O)Nc2cc(C)ccc2F)cc1	-4	1	0.5	10	1
27	CC(C)(C)C(=O)N1CCn2c1nc1ccccc12	0	0.9	1.4	4	1
28	COc1ccc(CCNC(=O)c2ccc(N3CCCC3=O)cc2)cc1	-9	0.9	3.3	10	1
29	COc1ccccc1NC(=O)c1ccc(C(=O)c2ccccc2)o1	-1	0.8	0.0	-13	1
30	Cc1ccc(C(=O)NCc2ccco2)cc1S(=O)(=O)Nc1cccc(Cl)c1	-10	1.1	2.4	6	1

entry	TNAP inh noacc	TNAP act hiacc	FLuc inhib CS	Lmaj promast	bIAP inhibitor
21	-8	1	-4	9	5
22	-3	1.1	-10	-6	10
23	22	0.9	1	1	7
24	-17	1.1	-5	-5	9
25	-15	1	-4	6	13
26	-9	1	0	0	0
27	-2	1	-2	4	5
28	-14	1.1	1	0	12
29	-11	1	-2	15	16
30	-12	1.1	-4	1	-7

(more compounds)
entry	SMILES	TNAP inh hiacc	bIAP act	RAM inhibit	APP 5UTR inh	FLuc stim CS
31	O=C(Nc1ccc2c(c1)nc1n2CCCCC1)c1cc(S(=O)(=O)N2CCOCC2)ccc1Cl	-5	1.1	-0.5	-8	1
32	CCCCn1c(SCC(=O)c2ccc3c(c2)OCCO3)nnc1-c1ccoc1C	-4	1	1.5	2	1.1
33	C=CCN=c1scc(-c2ccccc2)n1/N=C/c1ccccn1	-1	0.8	-0.5	-99	0.6
34	COC(=O)c1ccccc1-n1cccc1C(=O)NP(=O)(N1CCOCC1)N1CCOCC1	0	1	1.3	28	1
35	O=c1oc2ccccc2c2c1nc(C(F)(F)F)n2-c1ccccc1	-9	0.9	2.1	.	1
36	CC(C)(C)NC(=O)C(c1ccncc1)N(C(=O)CNC(=O)c1ccco1)c1ccc2c(c1)OCO2 (stereo not given)	-5	1	-0.2	18	1.1
37	CN(C)c1ccc(P(=O)(Nc2cccc(C(F)(F)F)c2)N2CCOCC2)c(NC(=O)c2cccs2)c1 (stereo not given)	-4	1.1	2.2	13	1.1
38	Cc1nc2cc(NC(=O)NCc3ccc4c(c3)OCO4)ccc2o1	-4	0.8	2.2	0	1
39	N=C1c2c(cc(=O)n3c2[nH]c2ccccc23)CN1CCN1CCOCC1	2	1.2	1.0	0	1
40	O=[N+]([O-])c1cccc(CSc2nc3ccccc3[nH]2)c1	-5	1	0.6	-13	1

entry	TNAP inh noacc	TNAP act hiacc	FLuc inhib CS	Lmaj promast	bIAP inhibitor
31	-11	1.1	-1	-3	-7
32	-7	1	-6	13	-2
33	-9	1	45	11	19
34	-5	1	1	-4	0
35	-20	1.1	-2	0	14
36	-17	1.1	-6	0	-1
37	-10	1	-6	59*	-10
38	-13	1	-1	11	16
39	-2	1	4	7	-23
40	-46	1	3	2	0

(further entries)
entry	SMILES	TNAP inh hiacc	bIAP act	RAM inhibit	APP 5UTR inh	FLuc stim CS
41	Cc1cccc(C(=O)NC(=S)NNC(=O)c2ccccc2Cl)c1	-1	1	4.8	2	1
42	O=C(Cc1ccccc1)NC(Nc1ccccc1)C(Cl)(Cl)Cl (stereo not given)	1	0.8	1.6	4	1
43	Cc1ccc(C)c(OCC(=O)NC(Cc2c[nH]c3ccccc23)C(=O)O)c1 (stereo not given)	-2	1.1	1.3	9	1
44	CNC(=O)CN(C)S(=O)(=O)c1ccc(OC)c(Cl)c1	-7	0.9	0.3	12	1
45	CCCOc1ccc(OCCOCCN2CCc3ccccc3C2)cc1	-6	1	0.1	3	1
46	O=C(Cn1c(=O)[nH]c2ccsc2c1=O)NC1CCCCCC1	-6	0.8	0.1	8	1.1
47	CCOC(=O)c1c(C)[nH]c(C)c1C(=O)COC(=O)c1cc(OC)cc(OC)c1	-4	1.1	1.4	-7	1
48	COc1ccc(CN2CN(C3CCCC3)CSC2=S)cc1	4	1	2.6	-1	1
49	Cc1ccc(SCCC(=O)Nc2c(C)n(C)n(-c3ccccc3)c2=O)cc1	0	0.9	-0.6	6	1
50	Nc1ncc(-c2ccccc2)n1CC1CCCO1 (stereo not given)	-6	1.1	1.2	-7	1

entry	TNAP inh noacc	TNAP act hiacc	FLuc inhib CS	Lmaj promast	bIAP inhibitor
41	-9	1	-3	-12	0
42	-8	1	-4	19	22
43	-8	1	-4	-9	-10
44	-16	1.1	-5	0	10
45	-13	1.1	-2	97*	-2
46	-11	1.1	-7	-4	18
47	-15	1	-2	12	-5
48	-6	1	-5	6	-3
49	4	1	-2	-2	6
50	-4	1.1	-3	-2	-5

Other results:
entry	SMILES	TNAP inh hiacc	bIAP act	RAM inhibit	APP 5UTR inh	FLuc stim CS
51	Cc1ccc(CNc2ccc(N3CCOCC3)cc2)s1	1	0.9	0.0	-84	0.3
52	COc1ccccc1NC(=O)C1=C(C)NC(=O)NC1c1cccc(OC)c1OC (stereo not given)	-5	1	-0.3	4	1.1
53	COC(=O)CCSCC(=O)N1N=C(c2ccc(OC)cc2)CC1c1cccc(OC)c1OC (stereo not given)	-3	1.2	4.9	-6	1
54	Cc1oc(-c2ccc(C(F)(F)F)cc2)nc1CN(Cc1ccccn1)C[C@@H]1CCC(=O)N1	0	1.1	1.6	-12	1
55	CCc1nnc(NC(=O)c2ccc(S(=O)(=O)N(CC)CC)cc2)s1	0	1	0.0	7	0.9
56	Cc1c(C#N)c(NC(=O)CCl)n(Cc2cccs2)c1C	-1	1.1	3.2	-23	1.1
57	COc1ccc(OC)c(CN2CCC(CNC(=O)Nc3cccc(Cl)c3)CC2)c1	-2	1.5	-1.2	-13	1

entry	TNAP inh noacc	TNAP act hiacc	FLuc inhib CS	Lmaj promast	bIAP inhibitor
51	-9	1	73*	81*	8
52	-16	1.1	-6	-3	-3
53	-11	1	-2	7	-16
54	-3	1	1	-3	-14
55	-7	1	6	1	0
56	-14	1	-7	80*	-8
57	-20	1	0	45	-55

Screens as filed in PubChem.
